yeast cln2 rad14: NCI yeast anticancer drug screen, S. cerevisiae cln2 rad14 strain. AID 165. hit rate 8.3% among 78,000. % growth inhibition at 50 µM;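 further: 0% = growth of vehicle-only cultures of the same strain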
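Yeast carrying cln2 and rad14 alterations (cell cycle control and DNA damage repair) were exposed to compounds. Growth inhibition was measured against vehicle-treated controls.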
yeast mlh1 rad18: NCI yeast anticancer drug screen, S. cerevisiae mlh1 rad18 strain; % growth inhibition at 50 µM; hit rate 11% among 79,000; AID 175;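 further: 0% = growth of vehicle-only cultures of the same strain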
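Read-out is yeast growth inhibition, calculated against vehicle-only controls. The compound was applied to a strain engineered with DNA damage repair alterations.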
mec2-1: NCI yeast anticancer drug screen, S. cerevisiae mec2-1 strain. growth inhibition, % at 50 µM. hit rate 9% among 79,000. AID 157;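 further: 0% = growth of vehicle-only cultures of the same strain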
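Readout is yeast growth inhibition, normalised to vehicle-treated controls, in the mec2-1 strain exposed to compound.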
sgs1 mgt1: NCI yeast anticancer drug screen, S. cerevisiae sgs1 mgt1 strain; % growth inhibition at 50 µM; hit rate 10% among 78,000;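 further: 0% = growth of vehicle-only cultures of the same strain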
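Test agents were incubated with a DNA-repair-mutant yeast strain. Growth was then read and compared against vehicle-treated controls.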
yeast bub3: NCI yeast anticancer drug screen, S. cerevisiae bub3 mutant strain; % growth inhibition at 50 µM; hit rate 9.9% among 78,000; AID 167;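 further: 0% = growth of vehicle-only cultures of the same strain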
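Compounds were applied to a genetically altered yeast strain carrying a cell-cycle control defect. Growth inhibition was scored against vehicle-treated controls.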
yeast rad50: NCI yeast anticancer drug screen, S. cerevisiae rad50 strain | growth inhibition, % at 50 µM | hit rate 10% among 79,000 | AID 155;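 further: 0% = growth of vehicle-only cultures of the same strain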
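A DNA repair-deficient yeast mutant serves as the test organism; compound-induced growth inhibition is calculated against vehicle-treated cells.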
* = called active by the depositor; nt = no result given. No stated cut-off is given here; in the data, active means growth inhibition above about 70%; inactive means the rest. Random draw from the library (roughly 14% active in at least one column).

SMILES	yeast cln2 rad14	yeast mlh1 rad18	mec2-1	sgs1 mgt1	yeast bub3	yeast rad50
C=C1C(=O)OC2/C=C(\C(=O)O)CC/C=C(\C)CC(OC(=O)/C=C(\C)CC)C12 (configuration not stated)	70	77*	68	77*	84*	94*
O=S1(=O)CCC(Br)c2ccccc21 (configuration not stated)	-38	-12	0	0	9	-5
O=NC1CCCCC1Cl (configuration not stated)	-4	3	-4	5	7	3
CC(=O)N1CC(C)(C)c2c1cc(C)c(O)c2C	-8	-2	-48	-8	5	2
C=CCNC(=O)/C=C\C(=O)O	16	-4	-9	-3	9	-3
N#Cc1sc2nc3c(c(-c4ccccc4)c2c1N)CCCC3	-8	-6	-5	-1	-8	-8
CN(NC(=O)c1cccs1)C1=NCCCCN1	22	-18	-22	-34	6	-24
Clc1ccc(OCOc2ccc(Cl)cc2)cc1	-37	39	16	25	56	43
O=[N+]([O-])c1nccn1CCC[n+]1cccc2ccccc21	-15	-13	-17	-14	-20	-39
CCCCC1(O)CCCC1	6	6	-7	7	2	14
CC(=O)NC(CS/N=N/c1nc[nH]c1C(N)=O)C(=O)O (configuration not stated)	11	4	-6	-12	-4	16
OCC[N-]CC[N-]CCO.[Cl][Co][Cl]	23	35	32	33	37	28
CC(C)(C)NC(=O)Nc1ccc2ccccc2c1	-69	-11	4	-8	-24	-8
COC(=O)C(=O)C(C(=O)OC)C(=O)C(=O)Nc1c(C)cccc1C (configuration not stated)	16	0	-13	-2	-5	-9
N#Cc1ccc(OC(=O)Nc2c(Cl)cccc2Cl)cc1	84*	84*	82*	86*	84*	80*
CC(/C=C1\C(=O)N(C)C(CC(C)C(Cl)(Cl)Cl)C(=O)N1C)C(Cl)(Cl)Cl (configuration not stated)	38	71*	31	58	36	63
CCCc1c(-c2ccccc2)[nH]c2ccccc2c1=O	11	-14	-23	-24	17	-7
C=C1CCOC2(C(O)C(C)(O)CO)NC(=O)C1(O)NC2=O (configuration not stated)	-14	12	13	-8	-6	13
C/C=C/C=C\C(=O)C1c2cccc(O)c2C(=O)c2c(O)cc(C)cc21 (configuration not stated)	30	34	21	12	37	40
O=C(Nc1ccc(Cl)cc1C(F)(F)F)C(=O)Nn1c(=S)[nH]c2ccccc2c1=O	-3	19	-15	8	-1	-6
COc1cc2c(cc1OC)C1=Cc3cc(OC)c(OC)cc3C(C)N1C=C2 (configuration not stated)	-19	-17	-6	-27	-24	6
O=[N+]([O-])c1ccc2ncccc2c1CCc1c([N+](=O)[O-])ccc2ncccc12	-4	-30	-36	-13	-16	-27
Cc1nnc(N/N=C(/C(=O)C(C#N)c2ccc(Cl)cc2)C(C#N)c2ccc(Cl)cc2)n1N (configuration not stated)	17	7	20	4	12	-9
C=C(C)C(C(=O)OC(c1ccccc1)c1ccccc1)N1C(=O)C(NC(=O)COc2ccccc2)C1SSC(C)(C)C (configuration not stated)	15	7	6	8	-9	16
COc1ccc(C2OCC(C)O2)cc1OC (configuration not stated)	-31	-7	16	-8	-31	-13

Of the compounds above, these contain four or more nitrogen atoms:
SMILES	yeast cln2 rad14	yeast mlh1 rad18	mec2-1	sgs1 mgt1	yeast bub3	yeast rad50
CN(NC(=O)c1cccs1)C1=NCCCCN1	22	-18	-22	-34	6	-24
O=[N+]([O-])c1nccn1CCC[n+]1cccc2ccccc21	-15	-13	-17	-14	-20	-39
CC(=O)NC(CS/N=N/c1nc[nH]c1C(N)=O)C(=O)O (configuration not stated)	11	4	-6	-12	-4	16
O=C(Nc1ccc(Cl)cc1C(F)(F)F)C(=O)Nn1c(=S)[nH]c2ccccc2c1=O	-3	19	-15	8	-1	-6
O=[N+]([O-])c1ccc2ncccc2c1CCc1c([N+](=O)[O-])ccc2ncccc12	-4	-30	-36	-13	-16	-27
Cc1nnc(N/N=C(/C(=O)C(C#N)c2ccc(Cl)cc2)C(C#N)c2ccc(Cl)cc2)n1N (configuration not stated)	17	7	20	4	12	-9

(list continues)
SMILES	yeast cln2 rad14	yeast mlh1 rad18	mec2-1	sgs1 mgt1	yeast bub3	yeast rad50
COC(=O)c1ccc(N)cc1	-15	-14	-1	7	-8	8
O=C(Oc1ccc2ccccc2c1)c1ccccc1O	-40	6	-6	-13	6	-7
CC(C)CCCC(C)C1CCC2C3CC=C4CC(B(O)O)CCC4(C)C3CCC12C (configuration not stated)	15	14	-8	22	-3	35
Cn1cnc2c(Cl)ncnc21	-18	6	35	-21	-1	13
O=C(O)C1CSC(c2ccccc2)N1 (configuration not stated)	3	3	-13	-4	-6	2
COc1ccc(NC(=O)C/C(C)=C2/C(=O)NN(c3ccccc3)C2=O)cc1	4	41	15	40	19	33
CCC(=O)Oc1ccc2ccccc2c1	15	30	33	28	17	49
O=C(O)Cc1ccc(Cl)cc1	4	0	-15	29	-25	22
COc1cc(C(O)CCBr)c(OC)cc1C (configuration not stated)	-1	20	-20	-20	-1	-23
COc1ccc(C2CCCCC2SCC(=O)O)c(OC)c1OC (configuration not stated)	9	-6	7	10	19	8
Cc1n(Cc2ccccc2)nc2sc(N)n[n+]12	-1	-7	-9	-56	-5	-32
COC(=O)CCCCCCCCC(=O)OC	9	7	34	9	26	9
CCCCNC(=O)Oc1c(Cl)cc(Cl)c(Cl)c1[N+](=O)[O-]	4	21	10	18	-11	16
NC(=O)N/N=C(\Cc1cc(=O)oc2cc(O)ccc12)C(=O)Nc1ccccc1C(N)=O	-18	-12	-17	-9	-43	-1
N#Cc1cn(C2OC(CO)C(O)C2O)c2ncnc(NC(=O)c3ccccc3)c12 (configuration not stated)	-1	-3	7	-8	-1	-25
NC(=S)NNC(=O)C(Cc1ccccc1)NC(=O)OCc1ccccc1 (configuration not stated)	-8	11	18	23	16	2
CCCCCCCCCCCCCCCCCCNC(=S)N/N=C/c1ccccc1[N+](=O)[O-]	5	-8	3	-20	-13	-17
COc1ccc(N=Cc2ccc(N(CCC#N)CCC#N)cc2)cc1	-1	-1	0	-3	4	19
O=C1c2c(Br)sc(Br)c2[C@@H](NC(=O)C(F)(F)F)C1Br (some centres not stated)	28	92*	81*	97*	80*	89*
OCCN(CCO)c1ccc2c(-c3ccccc3)cc(N(CCO)CCO)nc2n1	7	27	19	-4	-7	0
CN(/N=C/c1ccc(Cl)c(Cl)c1)C1=NCCN1	-2	-47	-36	-13	2	-40
CC1OC(O[C@H]2/C=C/C=C/C=C/C=C/C=C/C=C/C=C/[C@H](C)[C@@H](O)[C@@H](C)[C@H](C)OC(=O)C[C@H](O)C[C@H](O)CC[C@@H](O)[C@H](O)C[C@H](O)C[C@]3(O)C[C@H](O)[C@@H](C(=O)O)[C@H](C2)O3)C(O)C(N)C1O (some centres not stated)	99*	99*	99*	99*	99*	99*
COC(=O)/C=C(\C)Nc1ccc(-c2ccccc2)cc1	-33	-23	-27	-2	-13	6
Cc1ccc(F)c(N)c1	6	28	-17	24	6	27
COc1ccc(N=N/C(=N\NC(=O)c2cc(Br)ccc2O)c2ccc(N(CCC#N)CCC#N)cc2OC)cc1	31	65	43	9	43	45
(listing goes on)
SMILES	yeast cln2 rad14	yeast mlh1 rad18	mec2-1	sgs1 mgt1	yeast bub3	yeast rad50
O=c1[nH][nH]c(=O)c2c1nc(SCc1ccccc1)n2Cc1ccccc1	76*	9	-11	1	2	8
CCCCCCCCCCCCCCCCCCN(C)CC(COP(=O)([O-])OCC[N+](C)(C)C)OC (configuration not stated)	90*	90*	93*	91*	90*	88*
O=c1[nH]nc(Cc2ccc(Cl)cc2)n1Nc1ccccc1	-16	-48	-18	-24	-18	4
CC1(C)OC(=O)C(=Cc2ccc(O)cc2)C(=O)O1	-5	-34	-9	-35	-22	-21
Clc1ccc2c(c1)Nc1ccccc1S2	-48	-16	-18	-12	-22	-29
O=S(=O)(Oc1ccc(Cl)cc1)c1ccc(Br)cc1	9	25	33	47	39	11
CC(O)(CO)CO	-9	0	11	22	8	-8
Cc1ccc2ccccc2c1S(=O)(=O)c1ccccc1	-17	38	0	9	12	32
O=CCC(O)C(O)CO (configuration not stated)	8	14	-6	9	15	10
CC(=O)OC(CC1(C)C(C)CCC23COC(=O)C2=CCCC31)c1ccoc1 (configuration not stated)	64	82*	82*	86*	81*	87*
C=CC1CNCCC1CCC(=O)c1ccnc2ccc(OC)cc12 (configuration not stated)	6	4	-10	-1	1	8
CCOC(=O)C(C=C(C)C)(CC)C(=O)OCC	-5	-22	-17	-6	-17	2
COC(=O)c1sc2nc(Nc3ccccc3)c(=Nc3ccccc3)sc2c1C	-24	-36	-24	-15	-7	-3
COc1ccc(C2=C(Cl)c3cc(OC)c(OC)cc3C2=O)cc1OC	-19	2	-7	-7	-10	1
Cc1ccc(O)c(Cc2cc(Cl)cc(Cc3cc(C)ccc3O)c2O)c1	-28	-14	-12	-1	21	-20
CC(C)CCC(C)C1CCC2C3CCC4CC(=O)CC4(C)C3CCC12C (configuration not stated)	-10	3	7	-20	-12	-14
CN1C/C(=C\c2ccc(C(=O)O)cc2)C(=O)/C(=C/c2ccc(C(=O)O)cc2)C1	21	20	5	28	-5	33
CCOC(=O)C1C2CC3C(CC21C)C3(C)C (configuration not stated)	-2	1	-7	-13	-21	-6
Clc1ccccc1CSCc1c(CSCc2ccccc2Cl)c(CSCc2ccccc2Cl)c(CSCc2ccccc2Cl)c(CSCc2ccccc2Cl)c1CSCc1ccccc1Cl	-26	20	5	12	2	9
Cc1ccc(S(=O)(=O)c2ccccc2C)s1	12	-12	-32	-16	-15	-9
CC(=O)CC(C)(C)NC(=S)NCCO	-29	-13	-26	2	-9	1
CCCCS(=O)(=O)C[N+](C)(CC)CC	-7	3	-1	-5	-5	34
COc1cc2c(cc1C)C(C)(C)CCC2(C)C	-45	4	0	-3	21	8
Cc1ccc[n+]([O-])c1Cl	-34	4	14	-9	11	2
CC(C)NC(=O)O/N=C1\CCC2[C@@H]3CC=C4C[C@@H](OC(=O)NC(C)C)CC[C@]4(C)C3CC[C@]12C (some centres not stated)	81*	92*	83*	92*	91*	83*

Record cards (already shown). Order of screens: yeast cln2 rad14 | yeast mlh1 rad18 | mec2-1 | sgs1 mgt1 | yeast bub3 | yeast rad50
O=[N+]([O-])c1ccc2ncccc2c1CCc1c([N+](=O)[O-])ccc2ncccc12 is entered as -4 | -30 | -36 | -13 | -16 | -27
CN(/N=C/c1ccc(Cl)c(Cl)c1)C1=NCCN1 is entered as -2 | -47 | -36 | -13 | 2 | -40
CCCCCCCCCCCCCCCCCCNC(=S)N/N=C/c1ccccc1[N+](=O)[O-] is entered as 5 | -8 | 3 | -20 | -13 | -17
O=S1(=O)CCC(Br)c2ccccc21 (configuration not stated) is entered as -38 | -12 | 0 | 0 | 9 | -5

More compounds follow:
SMILES	yeast cln2 rad14	yeast mlh1 rad18	mec2-1	sgs1 mgt1	yeast bub3	yeast rad50
Cc1ccc(S(=O)(=O)NNc2nc(N3CCCC3)nc(N3CCCC3)n2)cc1	-2	3	-11	-5	1	5
CC(C)C1N=C(c2ccccc2)OC1=O (configuration not stated)	-5	-6	1	-6	-2	1
CC(C)CC(NC(=O)OC(C)(C)C)C(=O)CBr (configuration not stated)	-10	-5	38	-2	34	6
O=C1C(/C=N\C(=S)NCc2ccccc2)=C(O)c2ccccc21	16	-7	-30	-27	-3	-32
CCCCC/C(CCC1NC(=S)NC1=O)=N\NC(=O)c1ccncc1 (configuration not stated)	-33	-1	20	-9	-5	-4
COc1cccc2c1C(=O)c1c(O)c3c(c(O)c1C2=O)C[C@@](O)(C(C)=O)CC3S(=O)(=O)O (some centres not stated)	-9	10	-7	-24	-15	-14
O=C1NCCCNCCCNCCCNC(=O)c2cccc1n2	5	-15	-31	-18	1	-42
c1ccc(Nc2cc(Nc3ccccc3)ncn2)cc1	-6	2	-20	4	-2	4
Cc1cc(=O)[nH]c(NNC(C#N)c2ccc(N(C)C)cc2)n1 (configuration not stated)	-1	-30	-37	-72	-31	-51
COc1ccc(C2S/C(=C\c3cccc(O)c3)C(=O)N2NC(=O)Cc2ccccc2)cc1 (configuration not stated)	-46	11	-34	-6	-1	-15
Cc1ccccc1N=Nc1ccccc1	99*	99*	99*	99*	99*	99*
Cn1c2nc3ccccc3c-2nc2ccccc21	96*	98*	96*	98*	98*	99*
C=CCc1cc(-c2cc(CC=C)c(O)c(CN(CC)CC)c2)cc(CN(CC)CC)c1O	-18	nt	-5	-20	-12	-9
COc1cccc(NC(=O)NCCCl)c1OC	41	22	12	12	-4	-1
O=C(O)CC(NC(=O)CP(=O)(O)O)C(=O)O.[NH-]C1CCCCC1[NH-].[Pt+2] (configuration not stated)	21	-23	-27	-28	-12	-3
Nn1c(=O)[nH]c2ncn(Cc3ccccc3)c2c1=O	17	3	-22	9	-3	4
S=c1nc(-c2ccnc(-c3nc(=S)[nH][nH]3)c2)[nH][nH]1	44	-44	-18	-19	-10	-18
Cc1nc(N)nc2c1ncn2CCO	-4	10	16	10	25	15
C[N+](C)(C)C(c1ccccc1)P(=O)([O-])O (configuration not stated)	57	6	6	-16	-8	17
